Source: PubChem BioAssay (several laboratories)
LANA DNA inh: inhibitors of KSHV C-LANA binding to DNA, primary screen, biochemical, fluorescence polarization, FAM-LBS DNA, MBP-C-LANA, single point; Kaposi's sarcoma herpesvirus LANA C-terminal domain (residues 932-1162) DNA binding; inhibition, % at 9 µM; 0.078% of 340,000 active;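 active = highest replicate inhibition at or above 60% at 9 µM, even if other replicates fall short; inactive = all replicates below 60% inhibition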;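 also: 0% = neutral control wells and 100% = 4 µM acridine orange control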
Cardiac RTF inh: cardiac RTF calcium sensitivity inhibitors, primary screen, biochemical, IANBD-TnC fluorescence, EC70 calcium; inhibition, % at 7.15 µM; 0.12% of 340,000 active; IANBD-labeled cardiac RTF, Ca2+ fluorescence; Troponin I, cardiac muscle (Homo sapiens) + Troponin T, cardiac muscle (Homo sapiens) + …;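 active = inhibition above the mean inhibition of all tested compounds plus 3 SD, cut at about 17% in these data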;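 also: assay run at fixed EC70 calcium of 1.6 mM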
V-ATPase pH: regulators of yeast V-ATPase proton pumping, primary screen, pHLuorin cytosolic pH fluorescence; response, % at 10 µM; S. cerevisiae; 0.37% of 350,000 active; AID 504577, 2011; in the data active = response mostly above about 7.3%, no sharp cut-off; inactive = mostly below about 5.4%; also: actives read high; inactives centre near 0; some compounds called inactive have numbers as strong as hits; reference of the scale not given here
Keap1 Nrf2 FP: Keap1-Nrf2 protein-protein interaction inhibitors, primary screen, biochemical, fluorescence polarization, single point | Keap1 Kelch-Nrf2 peptide fluorescence polarization, 1536-well | 0.15% of 340,000 active | inhibition, % at 9.4 µM | AID 504523, 2011 | Kelch-like ECH-associated protein 1 (Homo sapiens), Q14145; in the data active = inhibition above about 12%;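 also: human Keap1 Kelch domain with fluorescein labeled Nrf2 9mer peptide probe; 0% = neutral control wells and 100% = peptide positive control; higher means more block of Keap1 binding to Nrf2 peptide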
Target sequence (Q14145 whole entry, looked up, the tested form may be a part): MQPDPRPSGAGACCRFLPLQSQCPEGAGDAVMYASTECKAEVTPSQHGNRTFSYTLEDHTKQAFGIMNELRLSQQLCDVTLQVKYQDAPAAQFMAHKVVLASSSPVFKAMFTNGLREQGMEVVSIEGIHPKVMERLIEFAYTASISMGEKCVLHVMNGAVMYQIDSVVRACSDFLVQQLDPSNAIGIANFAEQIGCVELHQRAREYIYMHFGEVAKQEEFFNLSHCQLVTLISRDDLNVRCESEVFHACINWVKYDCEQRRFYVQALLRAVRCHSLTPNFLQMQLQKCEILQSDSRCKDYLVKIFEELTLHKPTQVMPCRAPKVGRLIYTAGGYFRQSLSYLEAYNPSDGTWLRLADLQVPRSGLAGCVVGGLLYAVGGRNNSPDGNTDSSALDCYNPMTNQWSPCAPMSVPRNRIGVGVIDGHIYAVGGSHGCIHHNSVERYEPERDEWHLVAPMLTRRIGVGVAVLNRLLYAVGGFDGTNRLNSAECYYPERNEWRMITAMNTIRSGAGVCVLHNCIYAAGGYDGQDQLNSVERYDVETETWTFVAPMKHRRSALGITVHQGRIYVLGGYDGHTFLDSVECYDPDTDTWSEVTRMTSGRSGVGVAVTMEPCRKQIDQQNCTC
CAL PDZ FP-1: CAL PDZ peptide-binding inhibitors, primary screen, biochemical, fluorescence polarization, Cer-tagged CAL PDZ, HTS; AID 504414, 2011; inhibition, % at 20 µM; 0.02% of 330,000 active; purified CAL PDZ, TMR-peptide fluorescence polarization, 1 h;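 active = highest replicate inhibition of at least 40%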;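 also: plate controls were DMSO neutral control wells for no effect and unlabeled competitor peptide control wells for full effect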
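Assay system – tagged CAL PDZ protein CerCALP, purified · Timing – 1 h at RT · Compound – single point, 20 µM · Measured by – fluorescence polarization from S- and P-plane intensities, G-factor corrected · Evaluation – inhibition from polarization loss · Probe or stimulus – TMR reporter peptide T*-PRC34 · Buffer or medium – pH 7.4 phosphate-saline buffer, reducing agent, detergent, IgG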
NSD2 HMT inh: NSD2 histone methyltransferase inhibitors, primary screen, biochemical, AlphaScreen, single concentration, set 2; Histone-lysine N-methyltransferase NSD2 (Homo sapiens), O96028; NSD2 peptide methylation, 120 min; inhibition, % at 12.5 µM; 0.54% of 310,000 active; in the data active = inhibition above about 50%
Arrestin-AP2 inh: inhibitors of beta-arrestin/AP2 binding, primary screen, biochemical, GPCR trafficking, flow cytometry. FITC-arrestin peptide / GST-AP2 beads; AP2 beta2 appendage carries R879A mutation. inhibition, % at 10 µM. 0.31% of 340,000 active. AID 504490, 2011;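 active = inhibition above a set limit, near 3 SD of compounds lacking own fluorescence, cut at about 54% in these data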;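 also: plate controls were DMSO wells for no effect and 5 µM unlabelled arrestin peptide for full effect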
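System: GST-AP2 R879A bound to glutathione beads, E. coli-expressed. Also added: 50 nM FITC-arrestin peptide. Schedule: compound with beads 12 min RT, then probe 1 h RT. Signal: bead flow cytometry, FITC channel. Read-out basis: percent response.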
DAGLB inhibitor: DAGLB lipase inhibitors, primary screen, biochemical, fluorescence, HTS; HEK293T DAGLB membrane lysate, EnzChek fluorogenic substrate; inhibition, % at 5.17 µM; 0.059% of 340,000 active; in the data active = inhibition above about 34%;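 also: 0% = enzyme with vehicle and 100% = wells lacking enzyme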
CAL PDZ FP-2: untagged CAL PDZ binding inhibitors, primary screen, biochemical, fluorescence polarization, HTS | Golgi-associated PDZ and coiled-coil motif-containing protein (Homo sapiens), Q9HD26 | purified CAL PDZ, TMR-peptide fluorescence polarization, 1 h | inhibition, % at 24.9 µM | 0.92% of 300,000 active | AID 602252, 2012;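 active = mean inhibition of at least 30% with at least half of replicates also reaching 30%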;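 also: 0% = DMSO neutral control and 100% = excess unlabeled competitor peptide PRC23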
DSG3 Ab inh: inhibitors of pemphigus antibody binding to DSG3, primary screen, biochemical, bead-based, flow cytometry, scFv-GFP. 0.48% of 310,000 active. DSG3-coupled beads, scFv-anti-DSG3-GFP binding; hits give low values. AID 588358, 2011. binding (percent of control), % at 10 µM. Desmoglein-3 (Homo sapiens), P32926;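 active = binding more than 3 SD below its plate's average and above zero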;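 also: hits lower antibody fragment binding to DSG3; some compounds called inactive have numbers as strong as hits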
Starred values were filed as active, the others as inactive; i = inactive; . = no result given.

SMILES	LANA DNA inh	Cardiac RTF inh	V-ATPase pH	Keap1 Nrf2 FP	CAL PDZ FP-1	NSD2 HMT inh	Arrestin-AP2 inh	DAGLB inhibitor	CAL PDZ FP-2	DSG3 Ab inh
O=C(Cc1ccccc1)OC(COCc1ccccc1)CN1CCOCC1 (stereo not drawn)	-0.8	2	0	-3	-0.1	-3	7	-1	6	98
O=C(c1cc(F)ccc1F)C1CCCN(Cc2ccc3nonc3c2)C1 (stereo not drawn)	-0.2	6	2	-2	-0.5	-2	19	-9	-3	112
CCCCn1c(=O)c(C(=O)NCc2ccco2)c(O)c2ccccc21	-0.5	-9	2	-6	0.2	0	15	-4	0	102
COc1ccc(-c2n(-c3ccccn3)c3ccccc3[n+]2-c2ccccn2)cc1	1.3	9	6	0	0.2	.	-12	2	-3	99
COc1cccc(-n2c(O)c(C=Nc3c(C)n(C)n(-c4ccccc4)c3=O)c(=O)[nH]c2=O)c1	0.1	-9	-2	0	-2.0	0	0	1	-3	100
NC(=Nc1ccccc1)NN=Cc1c[nH]c2ccccc12	-1.5	-5	-5	-2	1.7	32	-17	2	1	.
CCN(CC)C(=O)c1ccc(NC(=O)CN2CCc3cc(OC)c(OC)cc3C2)cc1	1.3	-7	-3	-5	-2.5	-2	5	1	1	92
COc1ccc2c(c1)[C@@]13CCC=C[C@H]1[C@@H](C2)NCC3	-0.8	5	0	-2	0.1	.	8	2	1	110
Cc1cc(C)c(C(=O)N2CCC3(CC2)OCCO3)c(C)c1	-2.2	-3	-4	-2	19	-3	-6	-1	5	111
CCN1C(=O)C(=Cc2cc(C)n(C3CC3)c2C)C(=O)N(CC)C1=S	0.4	-19	-2	-14	0.3	15	i	-1	7	103

Part of the list above, as comma-separated lines.
compound,LANA DNA inh,Cardiac RTF inh,V-ATPase pH,Keap1 Nrf2 FP,CAL PDZ FP-1,NSD2 HMT inh,Arrestin-AP2 inh,DAGLB inhibitor,CAL PDZ FP-2,DSG3 Ab inh
COc1ccc(-c2n(-c3ccccn3)c3ccccc3[n+]2-c2ccccn2)cc1,1.3,9,6,0,0.2,.,-12,2,-3,99
COc1cccc(-n2c(O)c(C=Nc3c(C)n(C)n(-c4ccccc4)c3=O)c(=O)[nH]c2=O)c1,0.1,-9,-2,0,-2.0,0,0,1,-3,100

The listing continues:
SMILES	LANA DNA inh	Cardiac RTF inh	V-ATPase pH	Keap1 Nrf2 FP	CAL PDZ FP-1	NSD2 HMT inh	Arrestin-AP2 inh	DAGLB inhibitor	CAL PDZ FP-2	DSG3 Ab inh
O=C(NCc1cccnc1)Nc1ccccc1Cl	0.3	-5	1	-1	-1.8	0	10	-1	-1	96
OC(c1ccc(F)cc1)C(c1ccccc1)N1CCOCC1 (stereo not drawn)	-0.2	9	5	2	-2.9	-1	27	1	1	23*
O=c1[nH]c(=S)[nH]c(O)c1N=Nc1ccc2c(c1)OCCO2	-4.1	3	6	-1	0.0	25	7	4	4	81
CC(C)COC(=O)c1ccccc1C(=O)OCC(C)C	2.2	-4	2	-4	0.1	.	-7	-5	3	102
CC1CCCC(NC(=O)COC(=O)Cc2ccccc2)C1C (stereo not drawn)	0.8	-2	4	-4	0.0	-3	-4	1	-2	93
CCOC(=O)c1c(C)n(C(C)C)c2ccc(OC)cc12	-1.0	-18	2	0	-0.5	1	17	-4	6	91
Cc1cccc(-n2c(C)nc3ccc(Cl)cc3c2=O)c1	-5.1	7	1	0	-1.0	25	21	-1	-2	115
CN1CCN(C(=O)COc2ccc(S(=O)(=O)N(C)Cc3ccccc3)cc2)CC1	-0.1	-4	2	0	-2.7	-1	22	-1	0	101
COC(=O)C1=C(c2ccc(F)cc2OCc2ccccc2)C[C@@H]2CC[C@H]1N2C(=O)N1CCC(O)CC1	-1.0	7	2	-3	0.1	.	0	3	-8	105
C=CCNC(=O)c1c(N)n(CCN2CCOCC2)c2nc3ccccc3nc12	-0.7	-5	-1	-3	-1.5	.	6	6	1	101
COC(=O)C(O)(c1ccc2c(c1)CCCN2)C(F)(F)F (stereo not drawn)	-0.3	8	1	-4	-0.9	1	9	1	-2	102
O=C(CN1CC(c2ccccc2)CC1=O)Nc1ccc(F)cc1 (stereo not drawn)	-0.2	-6	7	-2	0.3	.	5	-1	2	113
CC(=O)N1CC(=O)Nc2ccc(C)cc2C1c1ccccc1 (stereo not drawn)	-0.7	1	-1	-8	.	-1	-12	0	-2	.
Cc1ccc(N(C)C(=O)Oc2cccc3cccnc23)cc1	0.8	0	0	5	.	-2	-1	-2	25	96
Clc1cccc(Cl)c1CN1CCN(c2ccccc2)CC1	-0.5	-1	3	-2	-2.6	0	3	-11	10	97
CNC(=O)Oc1ccccc1C1CCCCC1	-0.5	6	-1	-5	-0.5	-8	35	-3	-3	90
C[C@]12CCC3C(CC[C@H]4C[C@@H](O)CC[C@]34C)C1CCC2=O (stereo partly drawn)	.	-7	0	.	-0.8	-2	18	-2	-7	96
N#Cc1ccccc1Cn1cc(C(=O)c2ccco2)c2ccccc21	-1.4	1	1	1	-1.5	-3	14	-4	-3	.
c1ccc2sc(C3CCCNC3)nc2c1 (stereo not drawn)	-0.6	-1	-3	0	.	23	24	1	4	99
CCOP(=O)(OCC)C(NC(C)=O)C(Cl)(Cl)Cl (stereo not drawn)	1.1	-5	0	-1	0.3	-4	12	0	-1	98
C=CCn1c(O)c(C(CC)=NCCc2c[nH]c3ccccc23)c(=O)[nH]c1=O	-7.2	-2	-4	0	0.6	1	0	5	.	109
CC1([N+](=O)[O-])COP(=O)(Nc2ccc(Cl)cc2)OC1 (stereo not drawn)	1.4	2	-3	0	-1.5	1	-3	-1	-4	93
O=P(Nc1cccnc1)(Oc1ccccc1Cl)Oc1ccccc1Cl	0.4	13	-1	-3	-0.5	1	6	0	-8	101
O=c1c2ccccc2nc(-c2ccccc2)n1-c1ccccc1O	2.7	-6	0	-3	-0.9	0	-4	-2	-6	96
CN1C(=O)CC(c2ccccc2)Nc2ccccc21 (stereo not drawn)	-0.5	-6	-2	-1	-0.3	-4	-21	-1	.	106
CSc1nc2ccccc2c(=O)n1-c1cccnc1	1.7	-9	3	-4	0.1	0	-16	-4	79*	107
C=C1C/C(=C/C)C(=O)O[C@@H]2CCN3CC=C(COC(=O)[C@]1(C)O)[C@H]23	-0.1	-2	3	0	-3.5	1	16	4	-3	93
COC1=C(OC)[C@]23CCc4ccc(OC)c(OC)c4[C@]2(CCN3C)CC1=O	-1.9	-4	0	-3	-0.7	.	2	-1	-4	101
CCCCCCC[n+]1ccc(-c2cc[n+](CCCCCCC)cc2)cc1	0.1	2	6	-2	-0.9	4	14	0	.	118
NC(=O)c1cc([N+](=O)[O-])cc([N+](=O)[O-])c1	-2.1	0	0	-8	-0.6	.	2	2	-3	107
C[C@]12CC[C@H](O)CC1=CC(=O)C1C2CC[C@]2(C)C(=O)[C@H](O)CC12 (stereo partly drawn)	1.4	6	0	3	-0.8	-1	-4	-2	.	87
O=c1[nH]c(=O)n(-c2ccccc2Cl)c(O)c1C=NCCN1CCCCC1	-1.5	0	-3	-1	-1.3	-2	-1	0	-9	92
CC1([N+](=O)[O-])COP(=O)(Nc2cccc(Cl)c2)OC1 (stereo not drawn)	1.2	8	3	-1	-1.6	-2	-8	0	0	90
CCOC(=O)C1(CCOc2ccccc2)CCN(C2Cc3ccccc3C2)CC1	-1.6	4	-2	3	-1.8	4	11	-7	-1	107
CC(N)Cc1c[nH]c2ccc(O)cc12 (stereo not drawn)	1.0	-1	3	-5	0.1	.	6	2	-6	113
CCN1CCN(c2ccc(N)cc2)CC1	-8.6	-15	-2	-6	-0.9	57*	28	0	-1	105
Cn1c(O)c(C=NCCCCCCCCCCC(=O)O)c(=O)n(C)c1=O	0.6	-4	2	-4	-3.5	0	5	2	-1	91
Cc1nc2ccccc2c(=O)n1-c1ccc(F)cc1F	-1.1	-6	1	-1	-0.9	0	3	-1	-6	.
CC(Cc1cccs1)NCc1ccc(Cl)cc1 (stereo not drawn)	-0.2	-3	2	0	-0.1	-2	25	0	2	82
NC(=O)c1cn(C2CCCCC2)c2ccccc2c1=O	2.5	-1	3	0	-1.3	-3	-18	0	-6	98
CCc1ccc(N2C(=O)NC(=O)/C(=C/c3cccn3CCOc3ccc(C)cc3)C2=O)cc1	1.4	-14	2	-1	-1.7	6	7	12	-6	83
COc1cc(-n2c(=S)[nH]c3ccccc3c2=O)c(Cl)cc1Cl	1.0	-8	0	-1	0.1	-1	-1	1	-1	.

In the list so far, 7 have an NH in an aromatic ring.
SMILES	LANA DNA inh	Cardiac RTF inh	V-ATPase pH	Keap1 Nrf2 FP	CAL PDZ FP-1	NSD2 HMT inh	Arrestin-AP2 inh	DAGLB inhibitor	CAL PDZ FP-2	DSG3 Ab inh
COc1cccc(-n2c(O)c(C=Nc3c(C)n(C)n(-c4ccccc4)c3=O)c(=O)[nH]c2=O)c1	0.1	-9	-2	0	-2.0	0	0	1	-3	100
NC(=Nc1ccccc1)NN=Cc1c[nH]c2ccccc12	-1.5	-5	-5	-2	1.7	32	-17	2	1	.
O=c1[nH]c(=S)[nH]c(O)c1N=Nc1ccc2c(c1)OCCO2	-4.1	3	6	-1	0.0	25	7	4	4	81
C=CCn1c(O)c(C(CC)=NCCc2c[nH]c3ccccc23)c(=O)[nH]c1=O	-7.2	-2	-4	0	0.6	1	0	5	.	109
O=c1[nH]c(=O)n(-c2ccccc2Cl)c(O)c1C=NCCN1CCCCC1	-1.5	0	-3	-1	-1.3	-2	-1	0	-9	92
CC(N)Cc1c[nH]c2ccc(O)cc12 (stereo not drawn)	1.0	-1	3	-5	0.1	.	6	2	-6	113
COc1cc(-n2c(=S)[nH]c3ccccc3c2=O)c(Cl)cc1Cl	1.0	-8	0	-1	0.1	-1	-1	1	-1	.

These rows are one share of the data. The share of hits here may be higher or lower than overall.
